Source: PubChem BioAssay (Sanford-Burnham Center for Chemical Genomics)
MPTP inh = blocks calcium-induced mitochondrial swelling. hit rate 1.4% among 360,000. inhibition, % at 10 µM. isolated mouse mitochondria, Ca2+ swelling absorbance, 30 min;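 active = inhibition of 50% or more, scaled per plate between neutral and stimulator controls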;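 also: 0% = DMSO wells given calcium and 100% = 1 mM EGTA wells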
GRIN3A LBD mod = modulators (binders) of human NR3A ligand-binding domain. hit rate 2.5% among 340,000. Tm shift relative to glycine control, % at 25 µM. NR3A LBD differential scanning fluorimetry, Tm shift; 0% = protein alone, 100% = glycine-bound protein;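 active = melting temperature shift of at least 10% of the positive control shift, at one fixed dose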
PfGluPho inh = PfG6PD (Plasmodium falciparum) enzyme inhibition | PfGluPho enzyme, NADPH resazurin-diaphorase fluorescence | inhibition, % at 20 µM | hit rate 0.78% among 350,000;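 active = inhibition reaching at least a set limit at 20 µM in the primary screen, cut at about 59% in these data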;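 also: 0% = DMSO wells with substrate and 100% = DMSO wells lacking glucose-6-phosphate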
SENP8 block = blocks human SENP8 cleavage of Nedd8 substrate; inhibition, % at 20 µM; recombinant SENP8, Nedd8 substrate fluorescence; hit rate 0.64% among 360,000; Q96LD8; AID 602440; in the data active = inhibition mostly above about 40%, no sharp cut-off; inactive = mostly below about 27%
SENP6 block = SENP6 protease inhibition | Q9GZR1 | Recombinant SENP6 catalytic domain, aminoluciferin luminescence | inhibition, % at 10 µM | hit rate 1.8% among 330,000;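 active = inhibition above about 50% at the single tested dose, limit read from the data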;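 also: plate controls were DMSO wells with enzyme for no effect and DMSO wells lacking enzyme for full effect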
Target sequence (Q9GZR1 628-1112 limits assumed): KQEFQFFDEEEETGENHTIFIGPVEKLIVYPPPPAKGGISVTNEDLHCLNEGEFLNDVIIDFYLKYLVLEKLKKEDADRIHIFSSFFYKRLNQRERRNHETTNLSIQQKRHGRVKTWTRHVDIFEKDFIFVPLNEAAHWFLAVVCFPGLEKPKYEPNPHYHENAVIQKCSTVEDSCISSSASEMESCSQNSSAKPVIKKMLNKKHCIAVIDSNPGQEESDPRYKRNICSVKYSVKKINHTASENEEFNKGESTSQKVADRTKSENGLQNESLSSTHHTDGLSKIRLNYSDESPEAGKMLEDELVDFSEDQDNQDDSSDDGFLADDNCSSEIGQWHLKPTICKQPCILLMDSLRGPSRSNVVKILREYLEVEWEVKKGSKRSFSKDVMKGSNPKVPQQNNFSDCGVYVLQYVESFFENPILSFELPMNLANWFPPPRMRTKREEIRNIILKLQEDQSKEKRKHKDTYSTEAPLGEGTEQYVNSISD
SENP1 inh = blocks the human SENP1 SUMO protease catalytic domain. Q9P0U3. recombinant SENP1 catalytic domain, CyPet-SUMO1-YPet FRET cleavage. inhibition, % at 10 µM. hit rate 0.21% among 360,000. AID 624204;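 active = inhibition at least 30% at 10 µM, raw YFP signal under a set limit, fluorescence ratio 0.5 to 1.5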;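 also: 0% = enzyme with DMSO and 100% = no enzyme wells; some results filed as inactive read as strong as hits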
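Test system: human SENP1 catalytic domain; medium: Tris pH 8 buffer plus EDTA, NaCl, BME, BSA, NP40, catalase; incubation: 50 min reaction at room temperature; technique: FRET, CFP and YFP emission; controls: no-enzyme low control and enzyme-plus-DMSO high control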
ATG4B inh = inhibitors of human ATG4B cysteine protease. ATG4B cleavage of LC3-PLA2, NBD-HPC fluorescence, 1 h. inhibition, % at 8.33 µM. hit rate 0.51% among 340,000. AID 504462; in the data active = inhibition above about 40%
Target sequence (Q9Y4P1 whole entry, looked up): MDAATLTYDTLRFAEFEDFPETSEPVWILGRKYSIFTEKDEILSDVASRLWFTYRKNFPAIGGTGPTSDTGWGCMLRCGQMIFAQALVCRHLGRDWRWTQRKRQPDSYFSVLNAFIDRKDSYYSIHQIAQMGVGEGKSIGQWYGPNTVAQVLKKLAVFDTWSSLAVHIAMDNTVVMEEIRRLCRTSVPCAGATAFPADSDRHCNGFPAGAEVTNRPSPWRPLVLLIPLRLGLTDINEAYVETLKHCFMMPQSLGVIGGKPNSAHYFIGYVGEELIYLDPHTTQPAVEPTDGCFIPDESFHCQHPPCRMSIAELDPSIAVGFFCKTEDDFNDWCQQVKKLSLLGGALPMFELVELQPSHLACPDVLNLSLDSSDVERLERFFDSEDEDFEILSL
hIAP activ = increases human intestinal alkaline phosphatase activity. P09923. purified human IAP, CDP-Star luminescence, 30 min; hits give high values; 1 = vehicle-only enzyme, 0 = enzyme-free background. hit rate 0.16% among 330,000. activation factor at 10 µM;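 active = activation factor of the enzyme at least 2-fold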; also: the source names both 10 and 20 µM as test concentration; values of inactives mirror those of a sister screen read the other way
* hit, by the source's call; / = no result given.

Order of values: MPTP inh	SENP1 inh	hIAP activ	PfGluPho inh	GRIN3A LBD mod	SENP6 block	ATG4B inh	SENP8 block
> Cc1ccc(S(=O)(=O)N2CCOCC2)c(C)c1NS(C)(=O)=O
→ 0.0	0	1	-4	-9	-7	8	6
> Cc1nnsc1C(=O)NC1CCCCC1
→ -0.3	-1	0.86	16	/	-6	3	20
> CCOc1cc(/C=N/NC(=O)c2ccncc2)cc(Br)c1O
→ -0.3	1	/	5	/	/	/	19
> c1ccc(-c2noc(-c3cccnc3)n2)nc1
→ 0.5	2	1.1	-7	1	2	-6	10
> Cc1nn(Cc2ccc(Cl)cc2Cl)c(C)c1NC(=O)NC12CC3CC(CC(C3)C1)C2
→ -1.2	0	0.88	-23	-3	6	-9	14
> COc1ccc(-c2nnc(CSc3nc4ccccc4c(=O)n3CC(C)C)o2)cc1OC
→ 1.2	2	1	-11	-20	-4	45*	2
> Cc1nc2ccccn2c1C(=O)Nc1ccc(Cl)cc1
→ -0.5	2	1	28	7	-3	-4	6
> CCCCc1ccc(-c2csc(/C(C#N)=C\c3ccco3)n2)cc1
→ 9.8	-52	1	-3	-2	-8	-1	-50
> CC(C)NC(=S)NNc1ncnc2sc3c(c12)CC(C)(C)OC3
→ 2.3	-1	1.4	23	0	-35	-2	11
> COc1ccc(C2=NS(=O)(=O)N(C)C(C(=O)NC3CCCCC3)=C2)cc1OC
→ 0.2	-3	0.89	6	2	9	-6	-132

4 of these compounds in another layout.
CCOc1cc(/C=N/NC(=O)c2ccncc2)cc(Br)c1O
  MPTP inh = -0.3 | SENP1 inh = 1 | hIAP activ = / | PfGluPho inh = 5 | GRIN3A LBD mod = / | SENP6 block = / | ATG4B inh = / | SENP8 block = 19

c1ccc(-c2noc(-c3cccnc3)n2)nc1
  MPTP inh = 0.5 | SENP1 inh = 2 | hIAP activ = 1.1 | PfGluPho inh = -7 | GRIN3A LBD mod = 1 | SENP6 block = 2 | ATG4B inh = -6 | SENP8 block = 10

Cc1nn(Cc2ccc(Cl)cc2Cl)c(C)c1NC(=O)NC12CC3CC(CC(C3)C1)C2
  MPTP inh = -1.2 | SENP1 inh = 0 | hIAP activ = 0.88 | PfGluPho inh = -23 | GRIN3A LBD mod = -3 | SENP6 block = 6 | ATG4B inh = -9 | SENP8 block = 14

COc1ccc(-c2nnc(CSc3nc4ccccc4c(=O)n3CC(C)C)o2)cc1OC
  MPTP inh = 1.2 | SENP1 inh = 2 | hIAP activ = 1 | PfGluPho inh = -11 | GRIN3A LBD mod = -20 | SENP6 block = -4 | ATG4B inh = 45* | SENP8 block = 2

(listing goes on)
Order of values: MPTP inh	SENP1 inh	hIAP activ	PfGluPho inh	GRIN3A LBD mod	SENP6 block	ATG4B inh	SENP8 block
> COc1ccccc1NC(=O)COC(=O)c1cc(C)nc2ccccc12
→ 0.2	1	1	8	0	-2	-15	-10
> COc1cccc(NC(=O)c2cc3ccccc3oc2=O)c1
→ -0.8	4	1.2	-18	-2	94*	5	17
> Cc1onc(C(=O)Nc2cccnc2Cl)c1[N+](=O)[O-]
→ -1.8	0	1	-8	-1	-8	0	9
> COc1ccc(-n2c(Cc3cccn3C)nnc2SCC(=O)Nc2cccc(Cl)c2)cc1
→ 0.8	-3	0.95	17	-5	-32	19	-8
> CCc1nc(SCC(=O)NNC(=O)C2CCCCC2)c2ccccc2n1
→ 3.8	1	0.96	-6	2	-4	-7	14
> O=C1C=CN(Cc2ccccc2)CC1
→ 0.4	4	0.88	-18	-2	-6	1	16
> O=C(CSc1ccc(-c2ccccn2)nn1)c1ccccc1
→ 2.1	0	1	1	1	9	2	33
> CCOCCCN1CC(=O)N2[C@@H](Cc3c([nH]c4ccccc34)C2(C)C)C1=O
→ -0.9	1	1	-2	-2	-37	1	13
> N#CCCN(C(=S)NC(=O)c1cccs1)c1ccccc1F
→ -1.6	-1	0.8	45	3	2	-4	3
> CC(=O)N(C)c1ccc(N=NC2C(=O)N(C(N)=S)N=C2C)cc1 (configuration not stated)
→ -1.3	3	0.72	7	-3	2	0	15
> COc1cccc(NC(=S)N(CCCN2CCN(C)CC2)Cc2ccco2)c1
→ -0.2	4	0.94	-1	1	8	4	12
> O=C(NC(=O)N1CCN(c2ccc([N+](=O)[O-])cn2)CC1)c1ccccc1F
→ 2.1	0	1	0	0	-7	0	10
> Cc1cc(C(=O)OCC(=O)N(C)C2CCS(=O)(=O)C2)c(C)n1-c1ccccc1 (configuration not stated)
→ -4.6	-1	1.1	3	0	-8	-8	25
> COC(=O)[C@]1(C)N[C@H](CN(C)C(=O)NC(C)C)[C@@H]2C(=O)N(Cc3ccccc3)C(=O)[C@@H]21
→ -0.2	3	1.1	14	5	0	-6	0
> COc1cc(CN2CCN(c3cc(C)ccc3C)CC2)cc([N+](=O)[O-])c1O
→ /	/	0.76	-3	-1	-10	17	/
> CN(C)S(=O)(=O)c1ccc(N2CCCC2)c(C(=O)NC2CCC(O)CC2)c1 (configuration not stated)
→ -2.7	0	0.97	-7	-2	-5	-2	-1
> CCc1nnc(NS(=O)(=O)c2ccc(NC(=S)NC(=O)c3ccc(Br)cc3)cc2)s1
→ -6.5	2	1.3	-18	-11	6	19	28
> COc1ccc(NC(=O)CSc2nc(NS(=O)(=O)c3ccc(C)cc3)cc(=O)[nH]2)cc1
→ 11	-1	1	6	-3	7	-7	11
> O=C(Cc1ccccc1[N+](=O)[O-])NCCc1ccc(F)cc1
→ 1.2	-12	1	-9	3	16	6	12
> O=C1c2cc(Br)ccc2OC2C=CC=CC12 (configuration not stated)
→ 0.0	1	/	1	0	/	3	-8
> COc1ccccc1Oc1ccc(S(=O)(=O)N2CCOCC2)cc1S(=O)(=O)N1CCOCC1
→ 7.2	0	1	10	0	6	-6	15
> O=C(N/N=C/c1ccc(O)c(O)c1O)/C(=C/c1ccc([N+](=O)[O-])cc1)NC(=O)c1ccccc1
→ 6.1	4	0.99	84*	-3	18	10	72*
> O=C1C=C(N2CCN(C(=O)c3ccccc3)CC2)C2(CCCCC2)O1
→ -1.3	-2	1.2	-6	11*	-41	-6	29
> CCCC(=O)NC(NC(=S)Nc1ccc(N=Nc2ccccc2)cc1)C(Cl)(Cl)Cl (configuration not stated)
→ 103*	3	0.81	3	22*	-10	24	30
> COc1cc(/C=C2\C(=N)N3N=C(S(C)(=O)=O)SC3=NC2=O)ccc1OC(=O)c1cccs1
→ 0.2	-24	0.82	-25	2	14	13	-168
> N#Cc1c(-n2cccc2)cccc1-n1cccc1
→ -1.6	2	0.93	-9	-1	1	6	-2
> CC(=O)c1c(C)[nH]c(C(=O)NNC(=O)COc2ccc(Cl)cc2C)c1C
→ -1.0	2	1.2	8	-2	-13	-10	-2
> CS(=O)(=O)c1ccc(SCC(=O)NC2CCS(=O)(=O)C2)c([N+](=O)[O-])c1 (configuration not stated)
→ -1.5	2	1	21	0	6	9	8
> Cc1ccc(Cc2c(C)c(C#N)c3[nH]c4ccccc4n3c2=O)cc1
→ 89*	-5	1	-16	4	34	-1	-409
> c1ccc(-c2nnc(-c3ccncc3)nc2-c2ccccc2)cc1
→ 0.4	3	0.84	-1	-2	-13	-16	8
> N#Cc1c(N)n(CCOC(=O)c2cccc(Br)c2)c2nc3ccccc3nc12
→ 2.4	-32	0.8	17	5	1	-12	-486
> O=C(CCc1nc(-c2ccc(F)cc2)no1)NCc1ccccc1CN1CCOCC1
→ 0.6	0	0.99	-5	1	4	0	-4
> O=C(Nc1cccc(S(=O)(=O)N2CCCCC2)c1)c1cncc(Br)c1
→ 2.5	-1	1	10	-10	5	-4	7
> CNC(=O)/C(C#N)=C/c1cc(C)n(-c2ccc(N3CCOCC3)cc2)c1C
→ 2.8	-2	0.91	4	0	-8	-3	-96
> O=C(COC(=O)c1ccccc1SCC(=O)N1CCCC1)NCc1ccc(F)cc1
→ -1.0	4	/	0	/	/	/	0
> COc1ccccc1CN1CCCC(C(=O)N(C)Cc2ccccc2)C1 (configuration not stated)
→ -3.0	2	/	12	-2	/	-3	24
> Cc1cc(OCC(=O)NCCCN2CCOCC2)cc(C)c1Cl
→ -0.2	2	0.94	13	1	-5	-8	30
> COc1ccc(S(=O)(=O)N(CC(=O)NCc2cccnc2)Cc2ccccc2)cc1
→ -2.0	0	1.1	4	-1	-4	3	16
> CCN(CC)CCOc1ccc(-c2c(C)c3c(ccc4ccccc43)oc2=O)cc1
→ -1.5	0	/	13	/	/	/	-368
> CC12CCC(=O)N1C(C(=O)Nc1cccc(S(=O)(=O)N3CCCCC3)c1)CS2 (configuration not stated)
→ -1.1	-1	0.94	-3	-5	-6	-6	12
> COc1ccc(Cn2nnnc2C(c2cc3cccc(C)c3[nH]c2=O)N2CCOCC2)cc1 (configuration not stated)
→ -0.9	-22	0.98	-7	0	10	5	-74
> Cc1cccc(NC(=O)CN2CCN(CC(=O)Nc3ccc(-c4ccccc4)cc3)CC2)c1C
→ 0.4	0	0.91	-25	-2	9	4	4
> CCCOc1ccc(OCCOCCN2CCc3ccccc3C2)cc1
→ -0.3	-2	0.96	2	0	6	-3	23
> Nc1cc2c(cc1[N+](=O)[O-])-c1ccccc1C2=NO
→ 3.1	32*	/	14	23*	/	0	23
> O=C(c1ccc(Cl)cc1)N1CCN(c2ccc([N+](=O)[O-])c(NCc3cccnc3)c2)CC1
→ -1.8	4	1	13	0	-9	-8	46*
> COc1ccccc1NC(=O)C(=O)N/N=C(\C)CC(=O)Nc1ccccn1
→ -2.3	-8	0.94	-17	-1	4	8	8
> Cc1ccc(C(=O)NC(=S)N(C)C2CCCCC2)cc1
→ -1.9	2	1.1	4	-1	-7	7	2
> CC(C)(C)c1ccc(NC(=O)N2CCCN(c3c(Cl)cncc3Cl)CC2)cc1
→ -0.5	0	0.99	53	-7	-4	5	22
> CC(C)C1Nc2c(O)cc(Cl)c([N+](=O)[O-])c2C2C=CCC21 (configuration not stated)
→ 92*	9	/	-6	1	/	9	11
> CC(=O)NN1C(=O)c2ccccc2NC1c1ccccc1F (configuration not stated)
→ -0.2	-4	1.2	1	2	-18	-3	-290

(cont.)
Order of values: MPTP inh	SENP1 inh	hIAP activ	PfGluPho inh	GRIN3A LBD mod	SENP6 block	ATG4B inh	SENP8 block
> CC(C)(C)N(Cc1ccccc1)C(=O)CSc1ncn[nH]1
→ -1.1	3	1	-12	-2	-44	5	11
> CN1CCN(C(=O)CSc2nc(-c3ccco3)cc(C(F)(F)F)n2)CC1
→ -0.4	8	1	13	1	-2	-11	-10
> O=C1/C(=C/c2cccs2)SC(=S)N1CCC(=O)N1CCCCC1CCO (configuration not stated)
→ 0.7	-3	0.89	10	-6	-5	4	33
> CCOC(=O)N1CCN(c2cc3nccnc3cc2F)CC1
→ 0.5	-4	0.81	11	0	-13	9	-189
> CSc1nc(C2CC2)cc(-c2cccs2)c1C#N
→ 3.1	-1	0.92	-12	-1	-6	31	-57
